High-throughput results from PubChem BioAssay.
TrxR1 substrate – qHTS Assay for Substrates of Mammalian Selenoprotein Thioredoxin Reductase 1 (TrxR1): qHTS. Thioredoxin reductase 1, cytoplasmic (Rattus norvegicus), O89049. purified TrxR1 substrate turnover, NADPH consumption readout. Potency, µM (series often up to 114 µM), inactives show top-dose activity change, negative = substrate turnover. actives 0.01% (n = 390,000). AID 588456, 2011; further: potency means the concentration at half of the fitted maximal effect; on the % scale 0 is the no-effect control and ±100 the full control effect; nearly all actives have a fitted effect of over 50% in size
Target sequence (O89049 whole entry, looked up): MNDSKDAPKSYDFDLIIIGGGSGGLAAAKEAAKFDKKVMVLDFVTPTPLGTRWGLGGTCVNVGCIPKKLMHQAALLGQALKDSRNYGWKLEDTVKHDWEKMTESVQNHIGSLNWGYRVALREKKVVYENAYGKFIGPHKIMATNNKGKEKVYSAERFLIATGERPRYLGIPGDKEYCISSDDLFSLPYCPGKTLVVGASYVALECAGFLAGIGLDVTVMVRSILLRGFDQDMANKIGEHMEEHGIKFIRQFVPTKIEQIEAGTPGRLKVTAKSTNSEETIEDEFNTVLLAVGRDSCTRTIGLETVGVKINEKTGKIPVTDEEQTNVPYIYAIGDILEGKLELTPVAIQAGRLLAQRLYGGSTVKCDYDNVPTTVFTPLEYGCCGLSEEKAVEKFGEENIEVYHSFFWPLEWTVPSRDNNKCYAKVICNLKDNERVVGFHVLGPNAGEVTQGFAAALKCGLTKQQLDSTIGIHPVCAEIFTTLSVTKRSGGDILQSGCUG
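Rat TrxR1, dispensed at 90 nM, was prereduced with 400 uM NADPH (final) for 5 min at ~22 deg C, then incubated with compound 15 min before 400 uM selenite. A first-read NADPH fluorescence drop versus no-compound background flagged substrates.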
TrxR1 inh – qHTS Assay for Inhibitors of Mammalian Selenoprotein Thioredoxin Reductase 1 (TrxR1): qHTS | AID 588453, 2011 | recombinant rTrxR1, NADPH fluorescence consumption, selenite substrate | Thioredoxin reductase 1, cytoplasmic (Rattus norvegicus), O89049 | actives 1% (n = 390,000) | Potency, µM (titrated, usually from 114 µM), for the others: top-dose activity change, negative = inhibition, most hits filed as inhibitors; further: potency means the concentration at half of the fitted maximal effect; on the % scale 0 is the no-effect control and ±100 the full control effect; nearly all actives have a fitted effect of over 65% in size
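Rat TrxR1 (90 nM in the dispensed reagent) was pre-reduced with 400 uM NADPH for 5 min at room temperature, then incubated with compound for 15 min. After 400 uM selenite was added, NADPH fluorescence (Ex 340/Em 450 nm) was followed for 8 min.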
LDHA block – qHTS assay for inhibitors of human lactate dehydrogenase; purified LDHA, NADH/diaphorase-resazurin fluorescence; stronger effect = lower value; actives 0.15% (n = 480,000); activity change, % (values are at about 110 or 230 µM); L-lactate dehydrogenase A chain (Homo sapiens), P00338; in the data active means activity change below about -30%; inconclusive means mostly about -25% to -30%;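 further: plate controls were DMSO wells for no effect and wells without enzyme for full effect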
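LDH5 2 nM; NADH 0.06 mM, pyruvate 0.2 mM; 200 mM Tris pH 7.4, EDTA, Tween-20; 5 min RT. Detection: diaphorase 0.133 mg/mL + resazurin 37 µM, fluorescence ex540/em590 at 0 and 20 min; normalized to enzyme-free and DMSO wells.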
Vif-A3F inh – qHTS for Inhibitors of Vif-A3F Interactions: qHTS. actives 0.2% (n = 390,000). Potency, µM (series often up to 46.1 µM), for the others: top-dose activity, negative = active. HeLa A3F-eYFP + Vif (tagged APOBEC3F with the HIV-1 protein that degrades it), YFP fluorescence increase; further: potency means the concentration at half of the fitted maximal effect; % of control where 0% means no effect; nearly all actives have a fitted effect of over 65% in size
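HeLa cells stably expressing Vif plus C-terminally eYFP-tagged A3F were seeded, incubated overnight at 37 deg C, dosed with compound, incubated overnight again at 37 deg C. Yellow fluorescence (Ex 488/Em 500-530) reported blocked Vif-mediated A3F-eYFP degradation.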
USP1 inh – Inhibitors of USP1/UAF1: Primary Screen; Ubiquitin carboxyl-terminal hydrolase 1 (Homo sapiens), O94782; recombinant USP1/UAF1, Ub-Rhodamine cleavage fluorescence; Potency, µM (titrated, usually from 57.1 µM), for inactives: at the highest dose activity change, negative = inhibition, hits mostly inhibitors; actives 0.23% (n = 390,000); AID 743255, 2014; further: potency means the concentration at half of the fitted maximal effect; on the % scale 0 is the no-effect control and ±100 the full control effect; nearly all actives have a fitted effect of over 60% in size; inactives centre near -12
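High-throughput fluorogenic screen: 1nM USP1/UAF1 complex, Ub-Rho substrate 150nM final, 50mM HEPES pH 7.8 with 0.5mM EDTA, 0.1 mg/ml BSA, 1mM TCEP and 0.01% Tween-20.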
Glioma ERSR ind – qHTS for Inducers of the Endoplasmic Reticulum Stress Response (ERSR) in Human Glioma: qHTS; U87-MG GRP78 promoter luciferase reporter, 16 h; Potency, µM, without a hit: at the highest dose activation, actives largely listed as activators; actives 0.02% (n = 420,000); further: potency means the concentration at half of the fitted maximal effect; series mostly up to about 76 µM; % of control where 0% means no effect; nearly all actives have a fitted effect of over 35% in size
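ERSR induction read as luciferase luminescence (Bright-Glo, 10 min at room temperature) in stably transfected human U87-MG glioma cells exposed to compounds for 16 h, using GRP78 as sensor.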
Vif-A3G inh – qHTS for Inhibitors of Vif-A3G Interactions: qHTS | DNA dC->dU-editing enzyme APOBEC-3G (Homo sapiens), Q9HC16 | HeLa A3G-eYFP + Vif (tagged APOBEC3G with the HIV-1 protein that degrades it), YFP fluorescence, overnight | Potency, µM (highest dose often 46.1 µM), for inactives: at the highest dose activity, negative = active, usual class: inhibitors | actives 0.076% (n = 410,000) | AID 602310, 2012;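 further: potency means the concentration at half of the fitted maximal effect; on the % scale 0 is the no-effect control and ±100 the full control effect; nearly all actives have a fitted effect of over 60% in size; hits raise eYFP signal because A3G escapes Vif-driven loss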
Target sequence (Q9HC16 whole entry, looked up): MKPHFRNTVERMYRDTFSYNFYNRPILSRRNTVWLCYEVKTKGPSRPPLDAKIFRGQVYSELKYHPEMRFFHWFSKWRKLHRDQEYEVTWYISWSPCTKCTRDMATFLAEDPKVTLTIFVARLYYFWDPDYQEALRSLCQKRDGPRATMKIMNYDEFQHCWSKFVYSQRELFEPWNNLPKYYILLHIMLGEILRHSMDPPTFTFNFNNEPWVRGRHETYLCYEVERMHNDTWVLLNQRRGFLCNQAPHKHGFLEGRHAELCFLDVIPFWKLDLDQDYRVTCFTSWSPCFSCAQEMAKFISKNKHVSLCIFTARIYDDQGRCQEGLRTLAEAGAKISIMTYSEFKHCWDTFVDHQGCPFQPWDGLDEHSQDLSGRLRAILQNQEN
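HeLa cells stably expressing Vif and C-terminally eYFP-tagged A3G, seeded overnight at 37 deg C, then exposed to compound by pintool overnight at 37 deg C. Rise in yellow fluorescence (Ex 488/Em 500-530, Acumen) marks blocked Vif-driven A3G degradation.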
mIDH1 inhibitor – qHTS for Inhibitors of mutant isocitrate dehydrogenase 1 (IDH1): qHTS | Isocitrate dehydrogenase [NADP] cytoplasmic (Homo sapiens), O75874 | IDH1-R132H enzyme, NADPH consumption, diaphorase/resazurin fluorescence | Potency, µM (top dose mostly 76.6 µM), without a hit: top-dose activity change, negative = inhibition, hits mostly inhibitors | actives 0.093% (n = 390,000) | AID 602179, 2012; further: potency means the concentration at half of the fitted maximal effect; on the % scale 0 is the no-effect control and ±100 the full control effect; nearly all actives have a fitted effect of over 65% in size
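IDH1-R132H (0.5 ug/mL dispensed) in pH 7.5 Tris buffer was preincubated 30 min with compound, then given a substrate mix of 0.016 mM NADPH and 2 mM alpha-KG for 80 min at room temperature; remaining NADPH was read by diaphorase/resazurin fluorescence.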
RGS4 inhibitor – Inhibitors of Regulator of G Protein Signaling (RGS) 4: qHTS; Transcreener GDP fluorescence polarization, RGS4-accelerated GTP hydrolysis; Potency, µM (series often up to 114 µM), for the others: at the top dose activity change, negative = inhibition, usual class: inhibitors; actives 0.039% (n = 390,000); AID 504845, 2011; further: potency means the concentration at half of the fitted maximal effect; on the % scale 0 is the no-effect control and ±100 the full control effect; nearly all actives have a fitted effect of over 75% in size; some results filed as inactive show a strong effect at the top dose
Target sequence (P49798 whole entry, looked up): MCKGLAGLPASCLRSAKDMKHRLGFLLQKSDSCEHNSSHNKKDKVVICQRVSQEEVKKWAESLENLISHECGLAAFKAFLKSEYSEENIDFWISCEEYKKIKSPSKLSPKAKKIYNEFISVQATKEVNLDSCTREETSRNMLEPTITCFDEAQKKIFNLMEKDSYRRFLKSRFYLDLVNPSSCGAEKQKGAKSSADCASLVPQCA
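MLSMR compounds (23 nl, pin-transferred) preincubated 10 min at room temperature with a 500nM (2x) first reagent, then RGS4 at 900nM (2x) plus Transcreener GDP mix added; fluorescence polarization (620/688 nm) read before and after 90 min at 30 °C.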
* = called active by the depositor; u = inconclusive; x = no result given; & = joins results of further samples; [ ] = dose if it differs, or a comment. Unless noted, the call rests on the fitted dose curve; in most records, active means well fitted curve in the direction sought with a large enough effect; inconclusive means small, poorly fitted or top-dose-only effect, or another doubt; inactive means no such curve, though single readings can be large; an effect the other way counts as inactive or inconclusive.

| mol | TrxR1 substrate | TrxR1 inh | LDHA block | Vif-A3F inh | USP1 inh | Glioma ERSR ind | Vif-A3G inh | mIDH1 inhibitor | RGS4 inhibitor |
| --- | --- | --- | --- | --- | --- | --- | --- | --- | --- |
| COc1ccc(-c2nc3n(n2)C(c2ccccc2Cl)C(C(N)=O)=C(C)N3)cc1 (stereo not drawn) | 8%[57.1 µM] | 11%[57.1 µM] | -1 | 1% | -10% | -5% | -10% | -2% | -24% |
| O=C(CSc1nc2ccc(Cl)cc2[nH]1)c1c[nH]c2ccccc12 | 0% | 11% | -5 | -2% | -24% | 0% | -8% | 10% | -20% |
| CS/C(=N\S(=O)(=O)c1cccs1)Nc1ccc(Cl)cc1 | 7% | 20% | -1 | -2% | -17% | -1% | -4% | 7% | -19% |
| O=C(NCc1ccc(Cl)cc1)c1ccccc1Oc1ccccc1 | 1% | 3% | -1 | -5% | -10% | -10% | 1% | -4% | -7% |
| CCOc1ccc(NC(=O)CN2CCc3ccccc3C2)cc1 | 7%[57.1 µM] | 1%[57.1 µM] | -8 | 1% | -19% | -1% | 1% | 11% | 17% |
| COc1ccc(-c2c(-c3cc(OC)cc(OC)c3)n(C)c3ccc(-c4cnc(N)nc4)cc23)cc1 | 42%[activator] | 56%[activator] | -7 | -3% | -22% | -3% | 2% | 0% | -2% |
| Cc1cccc2sc(N(Cc3cccnc3)C(=O)c3cccs3)nc12 | -6%[57.1 µM] | 5%[57.1 µM] | -1 | -17% | -1% | -1% | 7% | -9% | -9% |
| CCc1ccc(NC(=O)Cn2c(=O)n(-c3cccc(OC)c3)c(=O)c3c(C)c(C(=O)N(C)C)sc32)cc1 | -5%[57.1 µM] | 4%[57.1 µM] | 4 | -9% | 8% | -4% | 0% | -16% | -8% |
| CSc1nc(C)cc(Oc2ccc(OCCOc3ccccc3)nn2)n1 | 3%[57.1 µM] | 4%[57.1 µM] | -4 | 7% | -14% | -5% | 0% | 4% | -5% |
| COc1cc(C(=O)Nc2nc(-c3ccc(F)cc3)cs2)ccc1OCC(=O)N1CCOCC1 | 5% | 28% | 1 | 0% | u | -2% | -10% | 15% | -18%[11.4 µM] |
| COc1ccccc1N1CCN(C(=O)CCc2nnc3n(C)c(=O)c4sccc4n23)CC1 | -7% | -8% | 1 | -3% | -1% | -1% | 1% | -15% | 1% |
| Cc1cccc(Nc2nc(N)c([N+](=O)[O-])c(N3CC(C)CC(C)C3)n2)c1 (stereo not drawn) | -10%[57.1 µM] | -11%[57.1 µM] | 6 | -36% | -22% | -13% | -7% | u | -4% |
| CCOc1ccccc1NC(=O)CN1CCc2ccccc2C1 | -8% | 7%[57.1 µM] | -2 | -4% | -21% | -4% | 2% | 5% | -8% |
| COc1ccc(N2CCN(CC(O)COC(c3ccccc3)c3ccccc3)CC2)cc1 (stereo not drawn) | -2%[57.1 µM] | -1%[57.1 µM] | 12 | -4% | -16% | -6% | 6% | 9% | -14% |
| O=C(CSc1ncn[nH]1)Nc1ccc(Cl)c(S(=O)(=O)N2CCOCC2)c1 | -5%[57.1 µM] | 10%[57.1 µM] | 2 | 0% | -18% | 3% | -4% | 7% | -14% |
| CCC(C)c1ccccc1N1CC(C(=O)Nc2ccccc2N2CCCC2)CC1=O (stereo not drawn) | -12% | -13% | 9 | 0% | -2% | -5% | 4% | 7% | 6% |
| O=S(=O)(Nc1ccc(F)cc1F)c1ccc(Br)s1 | -9% | -24% | -5 | 1% | -18% | -2% | -1% | 2% | 15% |
| CCNC(=S)Nc1ccc(Cl)cc1Cl | -8% | -15% | -4 | 0% | 2% | 6% | 2% | 0% | 14% |
| COc1nc(N)nc(N)c1NS(=O)(=O)c1ccc(C)cc1 | -1% | 11% | -3 | 0% | -30% | 3% | -3% | -4% | 3% |
| Fc1ccccc1Nc1nc2ccccc2n2nnnc12 | -1% | 9% | -9 | 25µM* | -13% | 3% | -27% | -13% | 2% |
| Cc1ccc(C(=O)CSc2ncnc3sc4c(c23)CCCC4)cc1 | 9% | 15% | -4 | 1% | -12% | -3% | 0% | -2% | 7% |
| COc1ccc(NC(C)=O)cc1NC(=O)CSc1nnc(-c2ccc(F)cc2)n1N | 9% | 15% | -7 | -4% | -13% | -4% | 0% | 7% | 41% |
| CC1(C)NC(=O)N(CCOCCOc2c(Cl)cc(Cl)cc2Cl)C1=O | 3%[57.1 µM] | 17% | 1 | 3% | -8% | -3% | -5% | 5% | 27% |
| COP(=O)(OC)C(Nc1ccc(C)cc1)c1ccc([N+](=O)[O-])cc1 (stereo not drawn) | -10% | -11% | -4 | -2% | 4% | 2% | -7% | 2% | -10% |
| CCOC(=O)C1=C(c2ccccc2)N=c2s/c(=C\c3cc(OC)c(OC)c(OC)c3)c(=O)n2C1c1cccs1 (stereo not drawn) | 3% | -6% | 2 | -20% | 22µM* | 0% | -15% | -1% | 6% |
| CCn1c2ccccc2c2cc(NC(=O)c3ccc(C)c([N+](=O)[O-])c3)ccc21 | -4% | -10% | -3 | -1% | -4% | 2% | 0% | 0% | 28% |
| CCN(CC)CCN1C(=O)Cn2c(C)c(C)c3cccc1c32 | -1% | 16% | -1&3 | -7%&-7% | -22%&-3% | -5%&-1% | 2%&0% | 14%&9% | -12%[11.4 µM] |
| S=C(NCCN1CCOCC1)C(=S)NCCN1CCOCC1 | -1%[2.29 µM] | 9%[2.29 µM] | -3 | 5% | u | 1% | 0% | 5% | u |
| O=c1c(=O)n(-c2ccccc2)ccn1Cc1cccc(C(F)(F)F)c1 | 2% | 3% | 3 | 6% | -2% | -1% | 3% | 3% | -30% |
| CCOc1ccc(NC(=O)c2c(NCc3cccnc3)sc3c2CCCC3)cc1 | -1%[57.1 µM] | 0%[57.1 µM] | 3 | -3% | -16% | 2% | 1% | -8% | u |

Retrieved one by one from the entries so far:
| mol | TrxR1 substrate | TrxR1 inh | LDHA block | Vif-A3F inh | USP1 inh | Glioma ERSR ind | Vif-A3G inh | mIDH1 inhibitor | RGS4 inhibitor |
| --- | --- | --- | --- | --- | --- | --- | --- | --- | --- |
| CCN(CC)CCN1C(=O)Cn2c(C)c(C)c3cccc1c32 | -1% | 16% | -1&3 | -7%&-7% | -22%&-3% | -5%&-1% | 2%&0% | 14%&9% | -12%[11.4 µM] |
| COP(=O)(OC)C(Nc1ccc(C)cc1)c1ccc([N+](=O)[O-])cc1 (stereo not drawn) | -10% | -11% | -4 | -2% | 4% | 2% | -7% | 2% | -10% |
| S=C(NCCN1CCOCC1)C(=S)NCCN1CCOCC1 | -1%[2.29 µM] | 9%[2.29 µM] | -3 | 5% | u | 1% | 0% | 5% | u |
| CCOc1ccc(NC(=O)c2c(NCc3cccnc3)sc3c2CCCC3)cc1 | -1%[57.1 µM] | 0%[57.1 µM] | 3 | -3% | -16% | 2% | 1% | -8% | u |
| CCOC(=O)C1=C(c2ccccc2)N=c2s/c(=C\c3cc(OC)c(OC)c(OC)c3)c(=O)n2C1c1cccs1 (stereo not drawn) | 3% | -6% | 2 | -20% | 22µM* | 0% | -15% | -1% | 6% |

The list goes on.
| mol | TrxR1 substrate | TrxR1 inh | LDHA block | Vif-A3F inh | USP1 inh | Glioma ERSR ind | Vif-A3G inh | mIDH1 inhibitor | RGS4 inhibitor |
| --- | --- | --- | --- | --- | --- | --- | --- | --- | --- |
| NS(=O)(=O)c1ccc(NC(=O)CSc2nc(Nc3ccccc3)nc(N3CCOCC3)n2)cc1 | -12% | -9% | -6 | -6% | -8% | -4% | 0% | -1% | 1% |
| O=C(Nc1ccccc1)N(Cc1cccs1)c1ccc(F)cc1 | -4% | 21% | 1 | -3% | -5% | -5% | 3% | 31% | 11% |
| Cc1nc2c(s1)sc1ccccc12 | -6% | 5% | -3 | -2% | -9% | 0% | -5% | 3% | -4% |
| O=C(Nc1ccn(CCCN2CCN(c3ccccc3)CC2)c(=O)n1)OCc1ccccc1 | x | x | -5 | 9% | u | -5% | 2% | -7% | x |
| CCN1C[C@@H]2[C@@H]3C(=O)N(C)C(=O)[C@@H]3[C@](Cc3ccccc3)(C1=O)N2C(=O)c1ccc(Br)cc1 | 6%[57.1 µM] | 1%[57.1 µM] | -1 | -1% | -7% | -4% | -4% | 1% | -13% |
| COc1ccccc1NC(=O)C(=O)NCC(c1ccco1)N1CCc2ccccc2C1 (stereo not drawn) | -9% | -13% | -7 | -3% | -7% | -5% | -1% | 4% | 4% |

An excerpt; count on the stated rates, not on these rows.
